From PubChem
FLuc counter: inhibits or activates purified firefly luciferase, miR-21 counter-screen; purified FLuc, Km substrates, luminescence inhibition; hit rate 6.9% among 360,000; Potency, µM (highest dose often 57.5 µM), inactives show top-dose activity change, negative = inhibition, most hits filed as inhibitors; AID 588342;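 further: plate controls were vehicle for no effect and reference inhibitor for full effect; nearly all actives have a fitted effect of over 55% in size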
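Purified P. pyralis luciferase (10nM final) with 10uM D-luciferin and 10uM ATP (Km levels) in 50mM Tris acetate pH 7.5, 10mM Mg acetate, 0.01% Tween-20, 0.05% BSA; qHTS 6-point titration, ~60 µM downward; luminescence read.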
VP16 counter: Gal4-VP16 reporter inhibition counter-screen; hit rate 3.5% among 310,000; Drosophila S2 Gal4-VP16 UAS-luciferase, luminescence, 20 h; AID 2546; Potency, µM (highest dose often 53.6 µM), inactives show at the highest dose activity, negative = inhibition, hits mostly inhibitors;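 further: Gal4-VP16 expression switched on by copper sulfate through the metallothionein promoter; on the % scale 0 is the no-effect control and ±100 the full control effect; nearly all actives have a fitted effect of over 50% in size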
p53 reactivator: restores transcriptional activity of mutant p53. Potency, µM (titrated, usually from 92.2 µM), inactives show at the highest dose activity change, positive = activation, usual class: activators. H1299 p53-A138V BP100-luciferase reporter, luminescence, 24 h. hit rate 0.063% among 320,000; further: % of control where 0% means no effect; nearly all actives have a fitted effect of over 45% in size
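p53-null H1299 cells stably carrying temperature-sensitive p53-A138V and a BP100-luciferase reporter were pinned with compounds (4-point, 1:5 series) and held 24 hrs at 37 deg C. Luminescence was read 10 min after detection reagent.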
BRCA1 expr act: activators of BRCA1 expression; MCF7-BRCA1-FFLuc reporter, luminescence, 48 h; response scale: scaled: vehicle 0%, 10 µM genistein 100%; Potency, µM (top dose mostly 46.1 µM), inactives show top-dose activation, actives largely listed as activators; hit rate 1.1% among 380,000; further: nearly all actives have a fitted effect of over 80% in size; some results filed as inactive show a strong effect at the top dose
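Using MCF7 cells harboring a BRCA1 firefly luciferase reporter, plated 2 h before compound pinning, the screen measured luminescence after 48 h incubation. Responses were normalized to DMSO and 10 microM genistein, then fitted for concentration-effect.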
MBNL1 CUG block: inhibitors of human MBNL1 binding to CUG repeat RNA; Q9NR56; TR-FRET MBNL1-His/biotin-(CUG)12 binding, 665/545 ratio; Potency, µM (titrated, usually from 57.5 µM), for the others: at the highest dose activity change, negative = inhibition, hits mostly inhibitors; hit rate 0.036% among 280,000; AID 2675; active means well fitted inhibition curve with a large enough effect in the signal ratio, with a control signal flat, not every such curve was filed as active; inconclusive means small, poorly fitted or top-dose-only effect, or effect the other way, or a change in a side signal; inactive means no such curve, though single readings can be large or run the other way; the % refers to the signal ratio; further: on the % scale 0 is the no-effect control and ±100 the full control effect
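TR-FRET between His-tagged MBNL1 and biotin-(CUG)12 RNA, detected with Tb anti-His antibody (0.055 ng/ul) and streptavidin-XL665 (5 nM), 60 min at room temperature. Compounds titrated 92 nM to 58 uM; 665/545 nm ratio normalized to buffer and complex controls.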
ELG1 genotox: inducers of genotoxicity in HEK293T ELG1-luciferase cells | Potency, µM (highest dose often 46 µM), for inactives: at the highest dose activity change, positive = activation, actives largely listed as activators | AID 504466 | hit rate 1.3% among 330,000 | HEK293T ELG1-luciferase reporter, luminescence, 16 h; further: % of control where 0% means no effect; nearly all actives have a fitted effect of over 60% in size
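Step 1: seed 2,000 HEK293T ELG1-luciferase cells per well. Step 2: add compound or DMSO, incubate 16 hr at 37 °C. Step 3: ONE-Glo, 30 min at room temperature, read luminescence.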
RORgamma inh: blocks mouse ROR gamma transcriptional activity | Drosophila S2 Gal4-RORgamma UAS-luciferase reporter, 20 h | hit rate 5.4% among 310,000 | Potency, µM (highest dose often 53.6 µM), for inactives: top-dose activity change, negative = inhibition, hits mostly inhibitors; further: on the % scale 0 is the no-effect control and ±100 the full control effect; nearly all actives have a fitted effect of over 60% in size
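In this cell-based reporter format, copper sulfate (700 uM final) drives Gal4–ROR gamma fusion expression from a metallothionein promoter in Drosophila Schneider cells; compounds preincubated 1 hr, reporter read after 20 hr at ambient temperature.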
NPC1 promoter act: NPC1 promoter activation; Potency, µM (series often up to 9.22 µM), inactives show at the top dose activation, usual class: activators; hit rate 2.4% among 320,000; Huh7 NPC1 promoter luciferase reporter, 24 h;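 further: % of control where 0% means no effect; nearly all actives have a fitted effect of over 60% in size; reporter is driven by a mutant NPC1 promoter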
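Stable NPC1-promoter luciferase Huh7 line; cpd (DMSO) 24 h, 37 °C, 5% CO2; Amplite luciferase reagent 10 min RT; luminescence readout. qHTS format.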
uPA generation: cell surface uPA generation inhibition; Potency, µM (doses to about 38.3 µM), for inactives: top-dose activity change, negative = inhibition, actives largely listed as inhibitors; cell surface uPA generation assay, qHTS; AID 540303; hit rate 0.31% among 330,000; active means well fitted inhibition curve with a large enough effect; inconclusive means small, poorly fitted or top-dose-only effect; inactive means no such curve, though single readings can be large or run the other way; tested in mouse RAW 264.7 cells; further: on the % scale 0 is the no-effect control and ±100 the full control effect; nearly all actives have a fitted effect of over 55% in size
Rab9 promoter act: activates the Rab9 promoter; Huh7 Rab9 promoter-luciferase reporter, luminescence, 24 h; Potency, µM (series often up to 9.22 µM), inactives show top-dose activation, negative = inhibition, actives largely listed as activators; hit rate 2.8% among 320,000; AID 485297; further: % of control where 0% means no effect; nearly all actives have a fitted effect of over 60% in size
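Quantitative HTS format; Huh7 Rab9-luciferase reporter cells (1500/well) receive compound 2 h post-plating, incubate 24 h at 37 °C, then get luciferase reagent for 10 min before luminescence reading.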
CXXC DNA block: blocks binding of human MLL CXXC domain to DNA | Q03164 | MLL-CXXC / FITC-HOXA9 DNA fluorescence polarization | Potency, µM (titrated, usually from 115 µM), for the others: top-dose activity change, negative = inhibition, actives largely listed as inhibitors | hit rate 0.037% among 290,000; active means well fitted inhibition curve with a large enough effect in the polarisation, with a control signal flat, not every such curve was filed as active; inconclusive means small, poorly fitted or top-dose-only effect, or effect the other way, or a change in a side signal; inactive means no such curve, though single readings can be large or run the other way; the % refers to the polarisation
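Steps: dispense CXXC domain solution (7 uM) → pin compounds or unlabeled HOX-A9 DNA control → 5 min ambient → add FLSN-HOX-A9 solution (50 nM) → spin → 30 min ambient → fluorescence polarization. Tris pH 7.5/NaCl/DTT/BSA buffer.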
An asterisk follows results filed as active; u = inconclusive; x = no result given; & = joins results of further samples; [ ] = dose if it differs, or a comment. Unless noted, the call rests on the fitted dose curve; in most records, active means well fitted curve in the direction sought with a large enough effect; inconclusive means small, poorly fitted or top-dose-only effect, or another doubt; inactive means no such curve, though single readings can be large; an effect the other way counts as inactive or inconclusive. Potency means the concentration at half of the fitted maximal effect.

SMILES	FLuc counter	VP16 counter	p53 reactivator	BRCA1 expr act	MBNL1 CUG block	ELG1 genotox	RORgamma inh	NPC1 promoter act	uPA generation	Rab9 promoter act	CXXC DNA block
CCN(c1ccc(C(O)(C(=O)OC)C(F)(F)F)cc1)S(=O)(=O)c1ccc(C)cc1 (configuration not stated)	0%	-2%	-4%	9%	0%	-1%	-43%	-1%	x	-5%	13%
O=C(N[C@H]1CP(=O)(Oc2ccccc2)O[C@H](COCc2ccccc2)[C@H]1O)C(Cl)(Cl)Cl (some centres not stated)	1%	-7%	18%	-3%	-8%	0%	-1%	-2%	6%	2%	3%
Cc1nc2ccccc2c(=O)n1-n1cnnc1	-2%	-8%	1%	0%	4%	2%	0%	-1%	5%	-1%	-4%
CCN(CC)CCN=Cc1c(O)n(Cc2ccco2)c(=O)[nH]c1=O	0%	5%	0%	12%	x	0%	-9%	2%	11%	0%	-10%
CC(C(=O)c1c[nH]c2ccccc12)N1CCN(C(=O)c2ccco2)CC1 (configuration not stated)	-1%	11%	1%	-21%	x	-1%	22%	-10%	17%	-2%	-1%
COC(=O)C1=CO[C@@H](C)[C@@H]2CN3CC[C@@]4(C(=O)Nc5ccccc54)[C@@H]3C[C@H]12	-1%	-4%	-6%	32%	9%	-2%	35%	-6%	14%	-6%	14%
O=C(Nc1ccc(F)cc1)N1CC2CC(C1)c1cccc(=O)n1C2 (configuration not stated)	1%	5%	1%	6%	-2%	4%	-1%	-2%	-1%	6%	13%
Cc1ccc2[nH]c(C(=O)N/N=C/c3ccccc3O)c(C)c2c1	-19%	6.3µM*	26%	-57%	0%	u	1µM*	-10%	3.5µM*	-34%[inhibitor]	-4%
CN1CCN(c2ccc(C(N)=O)cc2[N+](=O)[O-])CC1	0%	-4%	1%	-15%	x	1%	29%	0%	3%	-3%	1%
O=C(COC(=O)Cc1ccccc1)Nc1cc(S(=O)(=O)N2CCCCC2)ccc1Cl	-10%	x	3%	17%	x	-1%	x	-1%	2%	-6%	x
OC(CC#CCN1CCCCCC1)(c1ccccc1)C1CCCC1 (configuration not stated)	0%	0%	x	-9%	-3%	-12%	31%	9%	0%	0%	0%
O=C(C(=C1N(Cc2ccc(Cl)nc2)CCN1Cc1ccc(Cl)nc1)[N+](=O)[O-])C(Cl)Cl	-1%	30%	9%	-60%	16%	0%	-8%	0%	5%	1%	-10%
COc1ccc([N+](=O)[O-])cc1NC(=O)COC(=O)c1ccccc1C(=O)c1ccccc1	4%	0%	-12%	4%	12%	0%	u	-6%	-6%	-1%	11%
O=C(O)CSC(=S)N1CC2CC(C1)c1cccc(=O)n1C2 (configuration not stated)	0%	-12%	2%	-19%	-3%	0%	4%	-4%	-5%	-7%	5%
NC(=O)OCCSc1nnc(-c2cccc(C(N)=S)c2)o1	3%	-9%	1%	0%	5%	2%	-19%	-3%	x	1%	-3%
CCCCOP(=O)(OCCCC)/C(C#N)=C(/C)O	3%	3%	-2%	-29%	-8%	0%	2%	-1%	-1%	3%	25%
CCC(=O)N1CCN(CCN=Cc2c(O)n(C)c(=O)n(C)c2=O)CC1	-1%	-1%	2%	9%	-4%	1%	40%	-5%	2%	-11%	3%
CCCCn1c(O)c(C(CC)=NCc2ccc3c(c2)OCO3)c(=O)[nH]c1=O	4%[2.3 µM]	u	-3%	-51%	1%	-11%	0%	5%	-8%	9%	-6%
CCc1ccc(CN2CCN(Cc3ccc(SC)cc3)CC2)cc1	1%	-10%	1%	-2%	-14%	-3%	-41%	-6%	-4%	-10%	-1%
Cn1nc(-c2ccc(OCC(=O)N3CCN(Cc4ccccc4)CC3)cc2)c2ccccc2c1=O	-2%&-16%	u	-25%&-2%	-86%&-24%	-5%&8%	-2%&3%	-15%&-3%	-17%&-19%	u	-27%&-14%	18%&10%
O=C(Nc1ccccc1)c1cccn(Cc2ccccc2)c1=O	24µM*	-25%	12%	80%	18%	u	19%	16%	0%	4µM*	3%
CNC(=S)N(C)CCc1cc2c(c(OC)c1C=C1C(=O)NC(=O)NC1=O)OCO2	-1%	-4%	0%	2%	x	-2%	1%	1%	-2%	-4%	-27%
Oc1ccccc1/C=N/NP(=S)(c1ccccc1)c1ccccc1	u	6%	3%	-14%	-8%	-7%	11µM*	-4%	5%	0%	4%
COc1cccc(C(=O)C2CCCN(C3CCOCC3)C2)c1 (configuration not stated)	0%	6%	4%	-16%	-1%	2%	13%	-3%	-92%	-18%	0%
CN1C2CCC1CC(OC(=O)c1ccc(Cl)cc1)C2 (configuration not stated)	0%	-5%	-8%	-17%	8%	-2%	-4%	4%	10%	-1%	7%
O=C(NCC(c1cccnc1)N1CCN(c2ccccc2)CC1)Oc1ccccc1 (configuration not stated)	1%	-7%	-14%	8%	-3%	-3%	9%	-4%	1%	-1%	2%
c1ccc(CNc2c3c(nc4ccccc24)CCC3)cc1	u	-22%	3%	-26%	2%	3%	-2%	8%	-4%	-12%	10%
CC1(C)CSC(=NCc2ccccc2)N1	1%	6%	-1%	-83%	-4%	u	-37%	-18%	5%	6%	-3%
Cc1ccc(CN2CCCN(Cc3ccccc3C)S2(=O)=O)cc1	5%	2%	4%	-21%	-1%	0%	3%	-3%	-3%	0%	18%
O=C(CNC(=O)c1ccc(Br)cc1)Nc1ccc(Br)cc1C(=O)c1ccccc1	1%	-1%	2%	-58%	7%	-3%	-14%	-2%	-5%	-8%	-1%
Clc1cccc(/C=N\Nc2nccs2)c1	13µM*	u	u	39%	13%	21µM*	11µM*	u	-4%	u	-1%
CC(=NCCN1CCOCC1)c1c(O)n(-c2ccccc2C)c(=O)[nH]c1=O	2%	-9%	8%	14%	-5%	0%	14%	-3%	6%	-3%	1%
CCN(CC)c1ccc(/C=C2/C(=O)NC(=O)N(Cc3ccco3)C2=O)cc1	-30%	2%	-7%	23%	21%	3%	19%	-5%	6%	1%	20%
COC(=O)N1C(=O)[C@@](c2ccc(OC)cc2)(C(C)C)N1C(=O)OC	4%	-3%	x	-33%	-15%	u	-40%	-11%	6.3µM*	-10%	3%
O=C(NC1CCCCC1)Oc1cc2oc(=O)sc2cc1Cl	-8%	-11%	21%	-12%	-7%	-3%	12%	3%	2%	-1%	-12%
CC(NCc1cccc(Cl)c1Cl)C(O)c1ccccc1 (configuration not stated)	3%	2%	2%	-21%	u	0%	-2%	-1%	-3%	-1%	3%
COc1cccc(CNCCc2ccc3c(c2)OCO3)c1OC	5%	4%	x	0%	1%	-6%	-12%	-5%	20%	-3%	-1%

By substructure: the compounds so far with a Cl atom (7)
SMILES	FLuc counter	VP16 counter	p53 reactivator	BRCA1 expr act	MBNL1 CUG block	ELG1 genotox	RORgamma inh	NPC1 promoter act	uPA generation	Rab9 promoter act	CXXC DNA block
O=C(N[C@H]1CP(=O)(Oc2ccccc2)O[C@H](COCc2ccccc2)[C@H]1O)C(Cl)(Cl)Cl (some centres not stated)	1%	-7%	18%	-3%	-8%	0%	-1%	-2%	6%	2%	3%
O=C(COC(=O)Cc1ccccc1)Nc1cc(S(=O)(=O)N2CCCCC2)ccc1Cl	-10%	x	3%	17%	x	-1%	x	-1%	2%	-6%	x
O=C(C(=C1N(Cc2ccc(Cl)nc2)CCN1Cc1ccc(Cl)nc1)[N+](=O)[O-])C(Cl)Cl	-1%	30%	9%	-60%	16%	0%	-8%	0%	5%	1%	-10%
CN1C2CCC1CC(OC(=O)c1ccc(Cl)cc1)C2 (configuration not stated)	0%	-5%	-8%	-17%	8%	-2%	-4%	4%	10%	-1%	7%
Clc1cccc(/C=N\Nc2nccs2)c1	13µM*	u	u	39%	13%	21µM*	11µM*	u	-4%	u	-1%
O=C(NC1CCCCC1)Oc1cc2oc(=O)sc2cc1Cl	-8%	-11%	21%	-12%	-7%	-3%	12%	3%	2%	-1%	-12%
CC(NCc1cccc(Cl)c1Cl)C(O)c1ccccc1 (configuration not stated)	3%	2%	2%	-21%	u	0%	-2%	-1%	-3%	-1%	3%

A portion of the library; the hit share may differ from the screen's.
